Assay outcomes as filed in PubChem.
NR2E3 ag-1 = inhibitors of NR2E3-RetCOR corepressor binding, primary screen, NR2E3 agonist project, biochemical, TR-FRET, GST-NR2E3, biotin-RetCOR; actives 0.12% (n = 320,000); 1536-well; Photoreceptor-specific nuclear receptor (Homo sapiens), Q9Y5X4; AID 2300, 2010; inhibition of corepressor binding, % at 4.78 µM;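 active = percent inhibition above the cutoff of mean plus 3 SD of all tested compounds, set per screening campaign, cut at about 20% in these data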;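 note: 0% = DMSO wells and 100% = biotin wells as full block of FRET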
Target sequence (Q9Y5X4 whole entry, looked up): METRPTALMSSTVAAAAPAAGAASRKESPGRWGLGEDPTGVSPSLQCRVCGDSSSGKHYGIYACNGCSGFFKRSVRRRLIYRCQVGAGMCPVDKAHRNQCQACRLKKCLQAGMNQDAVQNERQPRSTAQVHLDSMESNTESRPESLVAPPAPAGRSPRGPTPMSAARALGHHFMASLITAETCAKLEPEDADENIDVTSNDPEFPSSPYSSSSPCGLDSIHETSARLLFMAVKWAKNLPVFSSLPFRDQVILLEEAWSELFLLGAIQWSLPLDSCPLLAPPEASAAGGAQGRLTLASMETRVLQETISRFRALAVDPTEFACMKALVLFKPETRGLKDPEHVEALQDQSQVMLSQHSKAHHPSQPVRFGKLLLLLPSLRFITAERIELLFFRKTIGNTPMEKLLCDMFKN
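System: GST-tagged NR2E3 plus biotinylated RetCOR corepressor; Buffer or medium: pH 7.5 Tris-based buffer; Probe or stimulus: RetCOR corepressor, biotinylated, 7 nM; Doses: compound at 4.8 µM, single dose; Schedule: 5 h incubation at 4 °C; Technique: time-resolved FRET; Evaluation: percent inhibition of TR-FRET ratio; Replication: one well per compound, singlicate testing.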
TRAIL sens C8 = viability loss with TRAIL in NB7+C8 cells, primary screen, TRAIL sensitizer project, cell-based, ATPlite luminescence. AID 624354, 2012. actives 1% (n = 360,000). inhibition (viability loss, TRAIL sensitization), % at 10 µM;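 active = compounds causing at least 50% loss of cell viability in the single-dose screen, relative to plate controls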
Peg3 promoter = Peg3 promoter-driven luciferase inhibitors, primary screen, cell-based, HeLa, luciferase luminescence | HeLa PEG-Prom luciferase reporter, overnight | inhibition, % at 20 µM | actives 1.7% (n = 360,000);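 active = inhibition of at least 50% at 20 µM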
KKLEB tox = cytotoxicity in KKLEB CF airway cells, primary screen, cytotoxicity control for CF NF-kB inhibitor project, cell-based, uHTS, fluorescence assay plates | AID 602141, 2011 | KKLEB CF airway cells viability, ATPlite luminescence, overnight; stronger effect = lower value; cells stimulated with P. aeruginosa culture filtrate | activity change (cytotoxicity), % at 5 µM | actives 0.36% (n = 360,000);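 active = corrected activity change at or below -50% at 5 µM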
HIF-2a block = HIF-2a reporter inhibitors, primary screen, luminescence, 786-0 RCC cells; 786-0 RCC cells HIF-2a reporter, luciferase luminescence, overnight; inhibition, % at 18.8 µM; actives 0.72% (n = 360,000); AID 624352, 2012;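 active = inhibition of the luminescence signal of 40% or more relative to plate controls, in a single-dose primary screen at 18.75 µM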
MITF TRPM1 inh = inhibitors of MITF-dependent TRPM1 promoter reporter, primary screen, cell-based, SK-MEL-5, single point, luciferase; inhibition, % at 12.5 µM; AID 488899, 2010; SK-MEL-5 TRPM1 promoter luciferase, 24 h; actives 0.83% (n = 330,000);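 active = mean inhibition across replicates of 60% or more, whatever share of single replicates reaches that level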; note: values of inactives mirror those of a sister screen read the other way
Shn3 3UTR inh = reduction of Shn3 3'UTR firefly luciferase signal, primary screen, Schnurri-3 inhibitor project, cell-based, Clone20 osteoblasts, set 2; Clone20 osteoblast Shn3 3'UTR firefly luciferase, 24 h; inhibition, % at 12.5 µM; actives 0.52% (n = 360,000); AID 588674, 2011;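 active = mean inhibition of at least 75% with every replicate also reaching 75%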;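 note: 0% = median of neutral control wells and 100% = pilot-screen positive control compound; some compounds past the cut are filed as inactive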
TWEAK Fn14 block = inhibitors of TWEAK-Fn14 signaling, primary screen, luciferase reporter cells, uHTS. actives 2% (n = 360,000). inhibition, % at 10 µM. TWEAK-stimulated Fn14 reporter cells, luciferase luminescence, 8 h; in the data active = inhibition above about 50%
TROY NFkB inh = inhibitors of TROY-driven NF-kB signaling, primary screen, Q293 LMP1-TROYcd cells, NF-kB luciferase, uHTS; Q293 LMP1-TROYcd NF-kB luciferase reporter, 4 h; inhibition, % at 10 µM; actives 0.98% (n = 360,000); AID 1347056, 2019;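 active = compounds whose plate-normalised and pattern-corrected inhibition of the luciferase reporter signal at the single screening dose is 50% or more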
NR2E3 ag-2 = NR2E3 agonists in two-hybrid cells, primary screen, cell-based, luminescence, CHO-S, Gal4-NCOR/VP16-NR2E3. Photoreceptor-specific nuclear receptor (Homo sapiens), Q9Y5X4. luciferase. inhibition of corepressor binding, % at 3.98 µM. actives 0.35% (n = 360,000). AID 602229, 2012;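 active = inhibition above the mean of all tested compounds plus 3 SD, cut at about 70% in these data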;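 note: 0% = DMSO with NR2E3 transfected cells and 100% = cells lacking NR2E3 construct; higher means lower luciferase signal from less NR2E3 corepressor binding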
CF NFkB inh = inhibitors of PAF-induced NF-kB signaling, primary screen, cell-based, GFP fluorescence, uHTS; KKLEB NF-kB-GFP reporter, GFP fluorescence overnight; inhibition, % at 5 µM; actives 0.86% (n = 360,000); AID 588850, 2011;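 active = at least 50% inhibition at 5 µM, scaled per plate between neutral and stimulator controls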;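 note: PAF is a Pseudomonas aeruginosa culture filtrate used as stimulus; plate controls were PAF-stimulated DMSO wells for no effect and unstimulated DMSO wells for full effect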
Starred values were filed as active, the others as inactive; . = no result given. A portion of the library, so the mix of outcomes need not match the whole.

SMILES	NR2E3 ag-1	TRAIL sens C8	Peg3 promoter	KKLEB tox	HIF-2a block	MITF TRPM1 inh	Shn3 3UTR inh	TWEAK Fn14 block	TROY NFkB inh	NR2E3 ag-2	CF NFkB inh
CCOc1ccc(NC(=S)NC(=O)/C=C/c2ccc(C)cc2)c([N+](=O)[O-])c1	2	5	15	-39	-85	29	53	-15	26	-21	32
CC1CCc2c(C(=O)N3CCN(S(=O)(=O)c4cccs4)CC3)csc2C1 (configuration not stated)	-1	-10	21	4	15	-4	4	5	6	-4	20
Cc1ccc(Nc2ccc(NCc3ccccc3)nn2)cc1C	3	-4	-156	-8	-177	-20	-18	5	-82	-80	8
C=CCn1c(SCC(=O)NCCc2ccccc2)nc2c([nH]c3ccccc32)c1=O	-1	-1	16	-22	13	8	39	-8	-14	-4	29
O=C(COC(=O)c1ccc(O)cc1)NCC1COc2ccccc2O1 (configuration not stated)	-2	14	16	-18	5	9	1	-2	-11	0	18
CCOc1ccc2nc(SCC(=O)NCc3ccccc3OC)[nH]c2c1	-2	-11	21	6	-4	9	-4	5	13	-19	7
COc1cc(C=O)ccc1OCCOc1ccccc1[N+](=O)[O-]	-2	-7	-134	-2	-51	-14	-18	-33	-50	-6	-22
Nc1ccc(C(=O)Nc2ccc3c(O)cc(S(=O)(=O)O)cc3c2)cc1	.	38	18	-13	9	-3	-22	13	-3	-39	16
Cc1cc(C(=O)NCC2CCCO2)n(-c2ccccc2)n1 (configuration not stated)	-1	-7	9	-8	15	4	-1	0	17	5	2
Cc1ccc(N2CCN(C(=O)N3CCOCC3)CC2)cc1C	-2	-16	1	0	8	1	-4	3	7	1	-16
Cc1ccc(N2C(=O)Nc3cc(Cl)c(Cl)cc3N2O)cc1Cl	6	-7	5	-10	12	-4	-11	1	-15	-19	14
Cc1nc2sc(C(c3ccc(Cl)cc3)N3CCN(CCO)CC3)c(O)n2n1 (configuration not stated)	-3	0	12	16	5	.	5	-7	9	-10	1
O=C(NCc1cn(-c2ccccc2)nc1-c1ccccc1)c1ccc([N+](=O)[O-])cc1	-1	2	-1	-1	-55	-14	2	2	-14	-7	-23
Cc1cc(NC(=O)CN2CCOCC2)n(-c2ccccc2)n1	-1	7	6	7	21	6	1	-3	-18	22	9
O=C(c1ccco1)N1CCN(Cc2nc(-c3cccs3)no2)CC1	5	-3	-22	-6	-27	2	-9	-10	-6	-41	10
CCCC(=O)NC(Nc1ccc(S(=O)(=O)Nc2cc(C)on2)cc1)(C(=O)OCC)C(F)(F)F (configuration not stated)	-4	11	0	-11	5	1	-15	-2	-9	-11	0
Cc1ccc(N(CC(=O)N2CCOCC2)S(C)(=O)=O)cc1Cl	3	-12	6	0	26	9	2	13	13	-4	17
O=C(NC1CCCCC1)N1CCCCCCC1	-4	-4	4	-1	4	-10	3	14	-1	12	-14
COc1ccc(N2CCN(C(=O)Oc3ccc([N+](=O)[O-])cc3)CC2)cc1	.	-16	.	.	3	.	.	4	-3	6	.
O=C(Nc1cccc(Br)c1)c1ccccc1-c1ccccc1	-3	9	8	9	12	14	-5	-6	-9	-38	14
CC(C)(C)c1ccc(C(=O)CSc2n[nH]c(=O)[nH]c2=O)cc1	7	14	2	10	6	7	1	0	-13	-31	-16
C=CCn1c2ccccc2c2nn(C)c(=S)nc21	1	9	6	2	-9	-4	-7	13	-19	-6	-19
CCC(C)NC(=O)C1CCC(CNS(=O)(=O)c2ccc3c(c2)CC(C)N3C(=O)C2CC2)CC1 (configuration not stated)	3	-1	2	3	16	5	57	5	5	30	4
O=C(N/N=C/c1cccc(O)c1)c1cc(C2CC2)nc2ccccc12	6	-13	18	-7	12	3	-22	-6	-3	-9	-3
Cc1ccc(S(=O)(=O)N2CCC(=O)N(CCOC(=O)Nc3ccccc3C)CC2)cc1	6	0	2	-9	-3	-9	-152	6	-19	-29	14
CCOc1ccc(NC(=O)CN(C)C(=O)CCN2C(=O)C3CC=CCC3C2=O)cc1OCC (configuration not stated)	-4	-18	0	-2	-1	-1	2	-3	12	-25	1
O=c1c2ccccc2nc2n1C(CSCc1ccc(Cl)cc1)CS2 (configuration not stated)	-4	16	24	0	34	-1	76	18	23	6	4
N#Cc1ccccc1OCC(=O)OCC(=O)NC1CCS(=O)(=O)C1 (configuration not stated)	-1	0	2	10	11	13	-9	-10	-14	6	14
O=C(COC(=O)c1cccc(C(F)(F)F)c1)NC(=O)NC1CCCC1	.	-12	9	2	-10	3	24	3	-11	2	17
c1ccc2c(c1)OCCc1c-2[nH]c2ccccc12	2	-12	-85	18	-127	-15	-20	-15	-23	-45	-23
CC(OC(=O)CN(C)S(=O)(=O)c1ccc(Cl)cc1)C(=O)Nc1ccc(N2CCOCC2)cc1 (configuration not stated)	.	8	-19	3	-13	-15	-9	15	.	-2	8
S=c1[nH]nc(-c2cc(-c3ccco3)[nH]n2)n1-c1ccccc1Cl	2	-9	-6	-8	1	-2	-9	3	9	-39	-8
O=C(CN1CCOCC1)Nc1cccc([N+](=O)[O-])c1	0	-2	1	-1	3	-5	-27	0	-15	18	-10
CCOC(=O)Cn1c(=O)n(CC(=O)OCC)c2ccccc21	-1	-9	7	-6	3	6	9	-16	11	-3	-1
CC(=O)N1CCC(C(=O)c2ccc(Cl)cc2)CC1	1	-9	-3	-9	1	-6	-2	-4	-16	-18	14
Cc1ccc(C)c(Oc2cc(NN3CCCCC3)c([N+](=O)[O-])cc2[N+](=O)[O-])c1	-1	-2	13	-19	5	-1	14	-13	-8	-6	44
CCOc1ccccc1NC(=O)NC(=O)N(C)S(C)(=O)=O	2	-16	-8	6	-3	6	-2	8	-7	-25	-3
COc1cnc(-c2ccccc2)nc1OC	2	-6	-18	3	-15	-12	0	0	-16	-1	5
NS(=O)(=O)c1ccc(S(=O)(=O)N2CCCC2)cc1	-1	-4	14	11	5	10	1	-15	7	-8	-20
Cc1cccc(C)c1NC(=O)CN(C)C(C)C(=O)NCC(=O)Nc1ccc(F)c(F)c1F (configuration not stated)	0	3	2	2	6	5	7	-1	7	-13	2
O=C(NCC1CCCO1)c1c(O)c2cccc3c2n(c1=O)CCC3 (configuration not stated)	0	-2	0	1	-29	-5	-2	-25	-24	-9	-5
CC1(C(=O)NCc2cccs2)Cc2c(-c3ccccc3)ccnc2O1 (configuration not stated)	.	16	34	-12	18	.	11	32	18	-64	25
O=C(/C=C/c1ccccc1)Oc1ccc(C(=S)N2CCOCC2)cc1	2	5	22	4	16	-6	6	21	30	26	5
O=C(NCc1nc2ccccc2[nH]1)C1=C[C@H](c2ccc(Br)cc2)C[C@H](OCc2ccc(CO)cc2)O1	-1	-1	28	-14	14	21	-4	6	27	-11	19
COc1ccc(NC(=S)N2CCCC2)cc1	2	6	-18	13	-27	-6	-30	-4	2	-36	2
CC1=C(C(=O)OC(C)(C)C)C(c2ccco2)C(C#N)=C(N)O1 (configuration not stated)	-1	9	4	-16	-1	-3	-57	11	4	-17	16
N=c1oc2ccc(Br)cc2cc1C(=O)NCc1ccccc1	-4	2	-15	8	5	5	-9	18	-3	-19	-36
CCOc1ccccc1Nc1ncnc2c1cnn2-c1ccccc1	4	4	4	6	-11	-6	12	24	-7	-40	-15

Reprinted from the listing (12 entries):
SMILES	NR2E3 ag-1	TRAIL sens C8	Peg3 promoter	KKLEB tox	HIF-2a block	MITF TRPM1 inh	Shn3 3UTR inh	TWEAK Fn14 block	TROY NFkB inh	NR2E3 ag-2	CF NFkB inh
CCOc1ccccc1NC(=O)NC(=O)N(C)S(C)(=O)=O	2	-16	-8	6	-3	6	-2	8	-7	-25	-3
COc1cnc(-c2ccccc2)nc1OC	2	-6	-18	3	-15	-12	0	0	-16	-1	5
NS(=O)(=O)c1ccc(S(=O)(=O)N2CCCC2)cc1	-1	-4	14	11	5	10	1	-15	7	-8	-20
Cc1cccc(C)c1NC(=O)CN(C)C(C)C(=O)NCC(=O)Nc1ccc(F)c(F)c1F (configuration not stated)	0	3	2	2	6	5	7	-1	7	-13	2
O=C(NCC1CCCO1)c1c(O)c2cccc3c2n(c1=O)CCC3 (configuration not stated)	0	-2	0	1	-29	-5	-2	-25	-24	-9	-5
CC1(C(=O)NCc2cccs2)Cc2c(-c3ccccc3)ccnc2O1 (configuration not stated)	.	16	34	-12	18	.	11	32	18	-64	25
O=C(/C=C/c1ccccc1)Oc1ccc(C(=S)N2CCOCC2)cc1	2	5	22	4	16	-6	6	21	30	26	5
O=C(NCc1nc2ccccc2[nH]1)C1=C[C@H](c2ccc(Br)cc2)C[C@H](OCc2ccc(CO)cc2)O1	-1	-1	28	-14	14	21	-4	6	27	-11	19
COc1ccc(NC(=S)N2CCCC2)cc1	2	6	-18	13	-27	-6	-30	-4	2	-36	2
CC1=C(C(=O)OC(C)(C)C)C(c2ccco2)C(C#N)=C(N)O1 (configuration not stated)	-1	9	4	-16	-1	-3	-57	11	4	-17	16
N=c1oc2ccc(Br)cc2cc1C(=O)NCc1ccccc1	-4	2	-15	8	5	5	-9	18	-3	-19	-36
CCOc1ccccc1Nc1ncnc2c1cnn2-c1ccccc1	4	4	4	6	-11	-6	12	24	-7	-40	-15
